# Screening data as filed in PubChem.
# Mcl-1 Bim block: disrupts Bim peptide binding to human Mcl-1; Q07820; Bead-based flow cytometry, Bim peptide-Mcl-1 binding; inhibition, % at 10 µM; 190,000 compounds, 0.1% hits;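 further: 0% = no compound tracer wells and 100% = peptide blocker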
# Bim-Bcl-B: human Bim-Bcl-B interaction inhibition. bead-based flow cytometry, Bim peptide-Bcl-B binding. inhibition, % at 10 µM. Q9HD36. 190,000 compounds, 0.073% hits;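 further: 0% = tracer peptide without compound and 100% = reference inhibitor peptide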
# Target sequence (Q9HD36 whole entry, looked up): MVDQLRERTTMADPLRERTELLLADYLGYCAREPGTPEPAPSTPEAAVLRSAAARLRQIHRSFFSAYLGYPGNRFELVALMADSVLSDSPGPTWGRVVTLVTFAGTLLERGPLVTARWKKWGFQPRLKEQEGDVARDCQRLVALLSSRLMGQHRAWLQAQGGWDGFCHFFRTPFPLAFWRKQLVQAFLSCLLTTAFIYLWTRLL
# Bcl-2 Bim block: human Bim-Bcl-2 interaction inhibition; 190,000 compounds, 0.06% hits; inhibition, % at 10 µM; P10415; Bead-based flow cytometry, Bim peptide-Bcl-2 binding; in the data active means inhibition above about 40%; inconclusive means no clear call, values can overlap the other calls;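 further: 0% = no compound wells with probe peptide and 100% = reference peptide inhibitor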
# Target sequence (P10415 whole entry, looked up): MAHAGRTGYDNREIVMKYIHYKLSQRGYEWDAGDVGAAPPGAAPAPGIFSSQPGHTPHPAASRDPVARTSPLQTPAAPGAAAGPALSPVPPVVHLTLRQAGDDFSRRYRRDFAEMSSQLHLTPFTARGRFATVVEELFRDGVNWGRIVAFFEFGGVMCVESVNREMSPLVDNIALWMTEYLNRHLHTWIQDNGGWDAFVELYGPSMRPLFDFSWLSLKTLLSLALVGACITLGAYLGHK
# ABCG2 inh: human ABCG2 inhibition, ABCB1 as counter-screen | IgMXP3 cells, JC-1 efflux, flow cytometry | AID 1325 | Q9UNQ0 | 190,000 compounds, 0.1% hits | inhibition, % at 6.6 µM;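 active means inhibition above 80%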;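 further: 0% = DMSO and 100% = nicardipine control wells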
#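 Measure – % inhibition of efflux relative to nicardipine and DMSO · Test system – ABCG2 IgMXP3 and barcoded ABCB1 CCRF-Adr cell mix · Control set – nicardipine as high control, DMSO as low control · Compound – one concentration, 6.6 µM final · Signal – flow cytometry of retained JC-1 fluorescence · Timing – 10 min exposure at 25 °C with rotation, no wash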
# RGS8-Gao: human RGS8-Galphao interaction regulation; multiplexed bead flow cytometry, RGS8-Galphao binding; actives lie on both sides; 220,000 compounds, 0.34% hits; response (percent of control binding), % at 10 µM; P09471; in the data active means response below about 60% or above about 140%; inactive means in between;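 further: Galphao activated as the GDP aluminium fluoride complex binding bead-coupled RGS8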
# Target sequence (P09471 whole entry, looked up): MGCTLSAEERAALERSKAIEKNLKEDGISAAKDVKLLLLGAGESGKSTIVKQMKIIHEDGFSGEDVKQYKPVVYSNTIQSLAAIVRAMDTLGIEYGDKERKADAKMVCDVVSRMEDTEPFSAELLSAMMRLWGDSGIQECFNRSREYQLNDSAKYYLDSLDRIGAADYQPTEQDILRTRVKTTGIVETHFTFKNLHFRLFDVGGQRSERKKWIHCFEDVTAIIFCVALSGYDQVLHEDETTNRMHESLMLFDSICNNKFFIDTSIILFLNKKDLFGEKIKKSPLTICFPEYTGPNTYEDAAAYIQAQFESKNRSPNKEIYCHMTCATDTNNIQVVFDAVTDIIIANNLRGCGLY
# Bim-Bcl-XL: disrupts Bim peptide binding to human Bcl-XL; inhibition, % at 10 µM; bead flow cytometry, fluorescence; 190,000 compounds, 0.04% hits; Q07817; AID 1007
# ABCB1 inh: blocks JC-1 efflux by human ABCB1 transporter | 190,000 compounds, 0.067% hits | P08183 | inhibition, % at 6.6 µM | AID 1326 | CCRF-Adr cells, flow cytometry; in the data active means inhibition above about 40%;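 further: 0% = vehicle and 100% = reference inhibitor; higher value means more JC-1 retained so stronger ABCB1 efflux block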
# Bim-Bcl-W: disrupts Bim peptide binding to human Bcl-W | Q92843 | bead-based flow cytometry | inhibition, % at 10 µM | 190,000 compounds, 0.02% hits;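 further: 0% = bound tracer without compound and 100% = peptide blocker; higher means less fluorescent Bim peptide bound to Bcl-W beads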
# Target sequence (Q92843 whole entry, looked up): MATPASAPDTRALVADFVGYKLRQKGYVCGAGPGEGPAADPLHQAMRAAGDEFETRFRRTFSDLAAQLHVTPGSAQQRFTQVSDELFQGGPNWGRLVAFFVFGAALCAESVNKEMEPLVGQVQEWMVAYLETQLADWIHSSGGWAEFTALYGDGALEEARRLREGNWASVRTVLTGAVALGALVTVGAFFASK
# RGS7-Gao: regulators of human RGS7-Galphao interaction; 220,000 compounds, 0.35% hits; binding response (% of control), % at 10 µM; Multiplexed bead flow cytometry, RGS7-Galphao binding; actives lie on both sides; P09471; AID 1439; in the data active means binding response below about 49% or above about 150%; inconclusive means no clear call, values can overlap the other calls; inactive means in between;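 further: fluorescent Galphao held in activated GDP-AlF4 state binding bead-coupled RGS7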
# Bfl-1 Bim block: human Bim-Bfl-1 interaction inhibition; Bead-based flow cytometry, Bim-Bfl-1 binding inhibition; AID 1008; Q16548; inhibition, % at 10 µM; 190,000 compounds, 0.12% hits;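 further: 0% = wells without compound plus tracer and 100% = blocker peptide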
# RGS4-Gao reg: human RGS4-Galphao interaction regulation; binding response (% of control), % at 10 µM; 220,000 compounds, 0.33% hits; Multiplexed bead flow cytometry, RGS4-Galphao binding; actives lie on both sides; AID 1415; in the data active means binding response below about 49% or above about 150%; inactive means in between;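 further: fluorescent Galphao activated with aluminum fluoride binding bead-coupled RGS4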
# An asterisk follows results filed as active; ? = inconclusive; · = no result given; [ ] = dose if it differs, or a comment. Unless noted, no stated cut-off is given here; in the data, active means inhibition above about 40%.
no.	SMILES	Mcl-1 Bim block	Bim-Bcl-B	Bcl-2 Bim block	ABCG2 inh	RGS8-Gao	Bim-Bcl-XL
1	CC1CCCN(c2c([N+](=O)[O-])c(=O)oc3ccccc23)C1 (stereo not drawn)	-9	-14	-9	27	101	-17
2	Cc1cc(Sc2nc(NC(C)(C)C)nc(N3CCOCC3)n2)nc(Cl)n1	-5	-8	-6	13	98	-8
3	S=C(NCc1ccc(Cl)cc1)NC1CCN(Cc2ccccc2)CC1	-6	-1	0	1	102	-1
4	O=C(C1CCC(N2C(=O)C3CC=CCC3C2=O)CC1)N1CCCCC1 (stereo not drawn)	0	0	4	2	170*[activator]	0
5	Cc1ccc(/C=N/Nc2cn[nH]c(=O)n2)o1	-2	-2	0	4	99	-1
6	Cc1noc(NS(=O)(=O)c2ccc(NC(=O)CSc3nc4c(cc3C#N)CCCCC4)cc2)c1C	0	-6	-5	0	100	-10
7	Cc1[nH]c(=O)[nH]c(=O)c1S(=O)(=O)N(CC(C)C)CC(C)C	-1	-4	0	0	103	3
8	CCC(=O)N(Cc1cc2c(C)ccc(C)c2[nH]c1=O)C1CCCCC1	0	1	0	4	99	-2
9	COc1ccc(O)c(C(=O)c2cc(C#N)c(=O)n(CC3CCCO3)c2)c1 (stereo not drawn)	-1	-2	-2	1	100	-1
10	CCN(CC)c1ccc(C(=O)N/N=C(\C)c2ccc(OC)c(OC)c2)cc1	-2	-8	-11	-2	101	-8
11	N#CCCN1CCN(S(=O)(=O)c2ccc(S(=O)(=O)N3CCCC3)cc2)CC1	1	-5	-4	4	100	-4
12	CCN(CC)c1ccc(/C=N/NC(=O)C(O)(c2ccccc2)c2ccccc2)o1	-12	-6	11	0	77	-6

no.	ABCB1 inh	Bim-Bcl-W	RGS7-Gao	Bfl-1 Bim block	RGS4-Gao reg
1	1.1	-4	102	-20	101
2	·	-6	97	-5	98
3	0.8	0	104	-1	106
4	0.6	7	118	3	129
5	1.0	0	98	-5	99
6	-0.1	4	98	-7	99
7	0.2	2	101	-2	106
8	0.4	0	96	-1	99
9	-0.1	0	99	0	97
10	-0.5	-5	100	-14	101
11	0.6	0	103	-12	100
12	0.0	0	94	3	95

# An excerpt from above in order of their number in Bim-Bcl-W, highest first.
entry | SMILES | Bim-Bcl-W
4 | O=C(C1CCC(N2C(=O)C3CC=CCC3C2=O)CC1)N1CCCCC1 (stereo not drawn) | 7
6 | Cc1noc(NS(=O)(=O)c2ccc(NC(=O)CSc3nc4c(cc3C#N)CCCCC4)cc2)c1C | 4
7 | Cc1[nH]c(=O)[nH]c(=O)c1S(=O)(=O)N(CC(C)C)CC(C)C | 2
12 | CCN(CC)c1ccc(/C=N/NC(=O)C(O)(c2ccccc2)c2ccccc2)o1 | 0
1 | CC1CCCN(c2c([N+](=O)[O-])c(=O)oc3ccccc23)C1 (stereo not drawn) | -4
10 | CCN(CC)c1ccc(C(=O)N/N=C(\C)c2ccc(OC)c(OC)c2)cc1 | -5
2 | Cc1cc(Sc2nc(NC(C)(C)C)nc(N3CCOCC3)n2)nc(Cl)n1 | -6

# Arranged by heavy-atom count (descending): part of the list above.
no.	SMILES	Mcl-1 Bim block	Bim-Bcl-B	Bcl-2 Bim block	ABCG2 inh	RGS8-Gao	Bim-Bcl-XL
10	CCN(CC)c1ccc(C(=O)N/N=C(\C)c2ccc(OC)c(OC)c2)cc1	-2	-8	-11	-2	101	-8
4	O=C(C1CCC(N2C(=O)C3CC=CCC3C2=O)CC1)N1CCCCC1 (stereo not drawn)	0	0	4	2	170*[activator]	0
5	Cc1ccc(/C=N/Nc2cn[nH]c(=O)n2)o1	-2	-2	0	4	99	-1

no.	ABCB1 inh	Bim-Bcl-W	RGS7-Gao	Bfl-1 Bim block	RGS4-Gao reg
10	-0.5	-5	100	-14	101
4	0.6	7	118	3	129
5	1.0	0	98	-5	99

# Later entries:
no.	SMILES	Mcl-1 Bim block	Bim-Bcl-B	Bcl-2 Bim block	ABCG2 inh	RGS8-Gao	Bim-Bcl-XL
13	O=C(c1ccc(N2CCN(C3CC(=O)N(c4ccc(F)cc4)C3=O)CC2)cc1)c1cccnc1 (stereo not drawn)	-7	-10	-9	32	101	-9
14	Cc1cc(COc2ccccc2O)on1	-1	-7	-7	1	107	-8
15	COC(=O)c1nn(-c2ccc(OC)cc2)c(=O)cc1NN	-1	0	1	5	96	0
16	COc1ccc(NC(=O)c2cccc(C(=O)Nc3ccc(OC)cc3)n2)cc1	-2	-2	-1	20	102	4
17	CCOc1ccc(S(=O)(=O)N(CC)CC)cc1N	0	5	2	0	101	-1
18	Cc1ccc(C)c(SCC(=O)OCC(=O)N2CC(C)OC(C)C2)c1 (stereo not drawn)	-1	-2	-4	1	104	-4
19	CN(c1ccccc1)S(=O)(=O)c1ccc(Cl)c(C(=O)OCC(=O)N2CCOCC2)c1	0	-2	-1	0	98	-4
20	CCOc1ccc(N2C(=O)c3cccnc3C2Nc2ccc(C)c(C)c2)cc1 (stereo not drawn)	-4	-7	-7	2	105	-18
21	CC(C)n1cnnc1SCC(=O)Nc1ccc(Br)cc1F	-5	-7	-4	10	101	0
22	O=C(Cc1ccccc1)Nn1c(O)c(/C=C2\C=Nc3ccccc32)sc1=S	1	-23	4	-16	137	4
23	COCCCNC(=O)COc1ccc(-c2nccc(-c3ccccn3)n2)cc1	1	-5	-8	2	99	-23
24	O=C1CC(N2CCN(Cc3ccc4c(c3)OCO4)CC2)C(=O)N1CCc1ccccc1 (stereo not drawn)	0	0	3	1	106	1

no.	ABCB1 inh	Bim-Bcl-W	RGS7-Gao	Bfl-1 Bim block	RGS4-Gao reg
13	0.2	-4	99	-15	101
14	0.0	1	107	-8	112
15	0.4	5	92	7	100
16	0.5	2	99	-6	100
17	-0.6	-2	?	4	101
18	0.2	0	98	-7	103
19	0.2	-2	94	-6	95
20	1.0	-2	103	-6	97
21	0.7	-1	?	-10	101
22	-4.1	2	100	4	99
23	0.5	0	104	-9	100
24	0.5	1	104	0	101

# The list continues:
no.	SMILES	Mcl-1 Bim block	Bim-Bcl-B	Bcl-2 Bim block	ABCG2 inh	RGS8-Gao	Bim-Bcl-XL
25	CC(NC(=O)COc1ccc(/C=N/NC(=O)C(=O)Nc2ccccc2Br)cc1)c1ccccc1 (stereo not drawn)	0	1	-4	-2	96	-4
26	O=c1[nH]c(C2CCN(S(=O)(=O)c3ccccc3)CC2)nc2c1nnn2Cc1ccccc1	0	-4	-3	7	99	-3
27	C=CCn1c(=O)c2c(nc3n2CC(C)CN3c2cccc(OC)c2)n(C)c1=O (stereo not drawn)	8	4	8	5	115	9
28	COc1cccc(CNC23CC4CC(CC(C4)C2)C3)c1OCc1ccccc1	0	-5	2	9	98	-1
29	COC(=O)CSc1nc2ccc(C)cc2[nH]1	-2	-3	-3	5	103	-3
30	CCC(=O)Nc1nonc1-c1nc2ccccc2n1Cc1ccccc1	-1	-2	0	8	104	-3
31	CCNS(=O)(=O)c1ccc(CCC(=O)Nc2ccccc2)cc1	0	-3	-1	0	103	0
32	Cc1ccc2nc(C)cc(C(=O)OCC(=O)c3ccc(Cl)c([N+](=O)[O-])c3)c2c1	-4	-7	-9	4	97	-3
33	C=CCSc1nnc(-c2cccnc2)o1	2	-4	-8	3	102	-3
34	CN1C(=O)c2ccccc2C(C(=O)NCCCN2CCCC2=O)C1c1c[nH]c2ccccc12 (stereo not drawn)	3	-3	-5	0	102	-9
35	O=C(Cc1cccs1)N/N=C/C(Br)=C/c1ccccc1	-5	-8	-9	3	101	-4
36	Cc1ccc(C(=O)OCC(=O)Nc2c(C)n(C)n(-c3ccccc3)c2=O)cc1[N+](=O)[O-]	1	1	1	1	102	4

no.	ABCB1 inh	Bim-Bcl-W	RGS7-Gao	Bfl-1 Bim block	RGS4-Gao reg
25	-0.8	1	96	0	96
26	1.6	-5	93	-7	99
27	2.0	4	117	9	119
28	0.6	-2	90	-1	93
29	0.7	-3	103	0	103
30	1.0	-3	100	-1	98
31	-0.7	0	107	-4	100
32	0.5	-2	102	-12	87
33	0.6	1	99	-6	102
34	0.1	0	103	-6	105
35	-0.7	-4	98	-17	99
36	0.2	3	102	0	103

# (continued)
no.	SMILES	Mcl-1 Bim block	Bim-Bcl-B	Bcl-2 Bim block	ABCG2 inh	RGS8-Gao	Bim-Bcl-XL
37	Cc1nnc(SCC(=O)Nn2cnnc2)s1	-3	-6	-10	-4	101	-5
38	CCCSc1nnc(C(C)C)n1N	-4	-10	-10	-1	101	-8
39	Cc1sc2c(c1C)c(=O)n(-c1ccccc1)c(=O)n2CC(=O)NCC1CCCO1 (stereo not drawn)	0	-5	1	13	105	-5
40	C/C(=N\NC(=S)Nc1cccc(C)c1)c1ccccc1	3	5	1	6	96	4
41	CN(CC(=O)Nc1ccc(F)cc1)C(=O)COc1ccc([N+](=O)[O-])cc1Cl	-2	-3	0	18	103	-4
42	Cn1c(Cn2c(=O)sc3ccccc32)nnc1SCC(=O)N1CCOCC1	0	-5	-7	7	99	-4
43	CCOC(=O)c1cc(-c2ccc(C)cc2)n(CCC(=O)NC(C)CC)c1C (stereo not drawn)	-2	0	2	5	100	-7
44	C=CCn1c(SC2CCOC2=O)nc2sc(CC)cc2c1=O (stereo not drawn)	-5	-10	-6	12	102	-6
45	Cc1cc2c(c(=O)n1Cc1ccccn1)C(c1ccc3c(c1)OCO3)C(C#N)=C(N)O2 (stereo not drawn)	-2	-1	0	3	99	0
46	COc1cc(NC(=O)Nc2ccc3c(c2)OCO3)cc(OC)c1OC	-3	-3	-4	7	95	0
47	Cc1ccc(Cn2c(-n3nc(C)cc3C)nc3c2c(=O)[nH]c(=O)n3C)cc1	-3	-3	-6	0	98	6
48	CC(C)c1ccccc1NC(=O)CCc1nc2ccccc2s1	-6	-32	-6	2	94	-12

no.	ABCB1 inh	Bim-Bcl-W	RGS7-Gao	Bfl-1 Bim block	RGS4-Gao reg
37	0.4	-1	100	-16	99
38	-1.4	-2	99	-20	102
39	0.8	-1	?	-3	99
40	0.6	2	95	0	94
41	1.9	0	102	-4	101
42	1.3	-2	103	-10	105
43	1.8	-1	105	0	102
44	0.6	0	98	-17	102
45	0.5	0	101	-1	98
46	0.5	-4	93	-6	93
47	0.4	1	96	-4	98
48	1.8	-3	103	1	97

# Later entries:
no.	SMILES	Mcl-1 Bim block	Bim-Bcl-B	Bcl-2 Bim block	ABCG2 inh	RGS8-Gao	Bim-Bcl-XL
49	CCC/S(CC1CC1(Cl)Cl)=N\S(=O)(=O)c1ccc(C)cc1 (stereo not drawn)	-3	-2	0	4	93	-7
50	Cc1ccc(S(=O)(=O)Cn2nnnc2C(c2ccccc2)N2CCN(c3ccccc3)CC2)cc1 (stereo not drawn)	0	-5	0	0	99	-8
51	CCC(C)NC(=O)CSc1c2c(nc3ccccc13)CCCC2 (stereo not drawn)	2	0	0	-2	100	-1
52	Brc1cccc(-c2nnc(-c3ccccc3)o2)c1	-3	-8	-5	25	103	-4
53	CCCn1c(SCC(=O)Nc2nc(-c3ccc(OC)cc3)cs2)nc2c1c(=O)n(C)c(=O)n2C	-1	-10	-2	28	105	-6

no.	ABCB1 inh	Bim-Bcl-W	RGS7-Gao	Bfl-1 Bim block	RGS4-Gao reg
49	0.1	-2	100	-3	98
50	1.8	-1	101	0	100
51	0.3	2	105	-4	100
52	0.5	-1	102	-14	104
53	1.9	-5	106	0	106
